# High-throughput results from PubChem BioAssay.
# OXTR agonist: human OXTR agonists, primary screen, fluorescence, CHO-OTR cells, Fluo-8 calcium. hit rate 0.32% among 320,000. Fluo-8 calcium fluorescence; normalized: DMSO 0%, oxytocin 100%. activation, % at 3 µM. Oxytocin receptor (Homo sapiens), P30559. AID 2435, 2010;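 active = activation above the mean of all tested compounds plus 3 SD, cutoff set per screening run, cut at about 20% in these data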;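 also: peak over basal fluorescence ratio from a 100 s FLIPR kinetic read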
# Target sequence (P30559 whole entry, looked up): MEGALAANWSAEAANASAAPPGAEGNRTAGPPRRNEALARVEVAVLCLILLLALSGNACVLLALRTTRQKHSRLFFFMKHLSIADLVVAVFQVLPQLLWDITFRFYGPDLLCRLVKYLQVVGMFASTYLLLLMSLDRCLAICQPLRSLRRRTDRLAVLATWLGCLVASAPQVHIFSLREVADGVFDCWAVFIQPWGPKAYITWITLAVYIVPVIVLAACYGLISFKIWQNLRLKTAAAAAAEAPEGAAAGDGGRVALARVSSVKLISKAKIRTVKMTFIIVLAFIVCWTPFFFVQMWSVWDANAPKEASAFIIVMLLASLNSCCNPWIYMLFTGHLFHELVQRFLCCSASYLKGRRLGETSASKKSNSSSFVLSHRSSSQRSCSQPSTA
# V1aR counter: agonists of human V1a receptor, primary screen, counter-screen for OXTR agonist project, fluorescence, CHO-V1R cells; Vasopressin V1a receptor (Homo sapiens), P37288; Fluo-8 calcium fluorescence, agonist mode; 0% DMSO, 100% 3 nM vasopressin; activation, % at 3 µM; hit rate 0.25% among 320,000; AID 2797, 2010;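 active = activation above the mean activation of all tested compounds plus 3 SD, per screening run, cut at about 20% in these data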;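 also: signal is peak over basal fluorescence ratio across a 100 second FLIPR read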
# GalR3 antagonist: GalR3 antagonists in HEK293 cells, primary screen, cell-based, fluorescence readout; Galanin receptor type 3 (Homo sapiens), O60755; HEK293 GalR3-CNG cAMP membrane potential fluorescence; galR3 body fused to GalR1 C-terminus; inhibition, % at 3 µM; hit rate 0.44% among 360,000;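 active = inhibition above the screen-wide average plus 3 SD, cut at about 13% in these data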;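 also: forskolin and galanin both at EC90 stimulate the cells; cAMP rise reported by CNG channel membrane potential dye signal; 0% = forskolin plus galanin with DMSO and 100% = forskolin alone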
# Target sequence (O60755 1-299 limits assumed): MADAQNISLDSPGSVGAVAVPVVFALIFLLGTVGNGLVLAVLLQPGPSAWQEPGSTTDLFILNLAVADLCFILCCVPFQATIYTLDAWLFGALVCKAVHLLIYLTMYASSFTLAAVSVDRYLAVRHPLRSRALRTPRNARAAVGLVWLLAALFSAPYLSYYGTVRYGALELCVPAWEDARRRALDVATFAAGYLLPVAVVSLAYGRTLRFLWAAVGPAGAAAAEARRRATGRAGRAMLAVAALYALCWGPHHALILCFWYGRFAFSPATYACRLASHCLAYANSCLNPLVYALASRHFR
# Starred values were filed as active, the others as inactive; & = joins results of further samples. This is a subset. The share of hits here may be higher or lower than overall.
SMILES,OXTR agonist,V1aR counter,GalR3 antagonist
O=C1C[C@@H]2c3c(cccc3CN1Cc1ccc(F)cc1)C[C@@H](O)[C@H]2O,1.1,0.2,-5
O=C(COC(=O)c1cc(S(=O)(=O)N2CCOCC2)ccc1F)Nc1cc([N+](=O)[O-])ccc1F,7.2,5.9,0
O=S(=O)(Nc1cccc2ncccc12)c1cccc(C(F)(F)F)c1,4.7,4.6,-7
COc1ccc(CN2CCCCCC2)cc1OC,-0.1,1.0,-5
COc1cc2ccccc2cc1C(=O)NC1CCCC1,-1.9,-1.8,-4
Cc1ccc(C(=O)NCc2ccc(F)cc2)s1,-4.1,-0.9,-4
O=C(c1cn(-c2ccccc2)nc1-c1cccnc1)N1CCN(S(=O)(=O)c2ccccc2F)CC1,-0.6,0.5,-3
CC(=O)N(C)c1ccc(NC(=O)Cc2cccc3ccccc23)cc1,2.2,-0.6,-7
C=CCC[C@H](Cc1ccc(F)cc1)C(=O)OC[C@@H](Cc1c[nH]c2ccccc12)NC(=O)[C@H](CC=C)CC(=O)NCCO,-0.7,-0.1,-5
CC1Cc2ccccc2N1S(=O)(=O)c1cccc(C(=O)NCc2ccco2)c1 (stereo not drawn),-0.5,1.1,-6
Cc1ccn2nc(C(=O)OCC(=O)N(CC(C)C)C3CCS(=O)(=O)C3)nc2n1 (stereo not drawn),1.0,0.7,-7
CC(Oc1cccc(Cl)c1)C(=O)Nc1cc(S(=O)(=O)N2CCOCC2)ccc1N1CCCCC1 (stereo not drawn),-1.3,0.0,-1
CC1CN(C(=O)c2ccc(Br)c(S(=O)(=O)N3CCOCC3)c2)CC(C)O1 (stereo not drawn),0.8,0.0,-5
CCCCNc1c(-c2ccc(OC)c(SC(C)CC)c2)nc2ccc(C)cn12 (stereo not drawn),-2.1,-0.7,-4&-4
COc1ccc(S(=O)(=O)Nc2cccc3c2O[C@H](CN(C)S(=O)(=O)c2cn(C)cn2)[C@@H](C)CN([C@H](C)CO)C3=O)cc1,2.1,0.2,-2
COc1ccc(C)cc1NC(=O)CSc1nnc2ccc(-c3ccccn3)nn12,0.7,1.4,-5
Cn1nc(C(=O)NC2CCCC2)c2ccccc2c1=O,-0.7,-0.2,-4
O=C(COC(=O)c1ccc(CN2CCCC2=O)cc1)Nc1ccc(F)cc1,2.0,2.1,-1
CC[C@@H]1C=C(C(=O)O)[C@H](c2cccc(C)c2)N1S(=O)(=O)c1ccc(C)cc1,0.2,1.0,-6
Cc1c(CCOC(=O)c2ccc(Cl)cc2Cl)sc[n+]1CC(=O)c1ccc(Br)cc1,0.7,0.2,-6
Nc1cc(S(=O)(=O)N2CCCCC2)ccc1N1CCCCC1,1.0,1.7,-9
c1ccc(Sc2ccccn2)cc1,-0.1,-0.3,0
CC1(C)CC(=O)C(C(c2cc([N+](=O)[O-])ccc2Cl)C2C(=O)CC(C)(C)CC2=O)C(=O)C1,-1.8,0.3,2
COC(=O)[C@]1(Cc2ccccc2)N[C@H](CN(C)S(=O)(=O)c2ccc(C(C)(C)C)cc2)[C@@H]2C(=O)N(Cc3ccccc3)C(=O)[C@@H]21,2.7,1.4,-5
COc1cc(NC(=O)c2cc(S(=O)(=O)N3CCCCC3)ccc2N2CCOCC2)cc(OC)c1,-3.1,-0.6,4
COc1ccccc1-n1c(SCC(=O)NC2CC2)nc2ccccc2c1=O,-1.1,1.2,4
Cc1cccc(NC(=O)CSc2nnc3ccc(-c4ccccn4)nn23)c1,-1.6,-0.7,-3
Cc1ccc([C@@H]2CC=C(C(=O)O)[C@H](c3ccccc3F)N2S(=O)(=O)c2ccccc2C)cc1,-0.8,0.0,-8
COc1ccc(OCC(=O)OCC(=O)NCC2CCCCC2)cc1,-1.1,0.5,0
O=C1N[C@@H](c2ccccc2)COC(=O)[C@@H](Cc2ccc(F)cc2)CC/C=C/C[C@H]1CC(=O)N(CCO)Cc1ccccc1,3.3,4.0,-8
COCCNc1nnc(SCC(=O)NNC(=O)c2ccco2)s1,0.7,0.8,-6
COc1ccc(CCC(=O)OCC(=O)Nc2c(C)nn(-c3ccccc3)c2C)cc1,-0.6,-1.4,-1
CCN(c1ccccc1)S(=O)(=O)c1ccc(N2CCN(c3ccc(O)cc3)CC2)nc1,4.2,4.8,0
Cc1ccc(C(=O)NCC(=O)Nc2ccc(S(=O)(=O)Nc3cc(C)nc(C)n3)cc2)cc1,1.8,0.6,-4
NC(=O)c1ccsc1NC(=O)CCS(=O)(=O)c1ccc(F)cc1,4.8,3.6,-5
CC[C@@H]1CCCCc2ccccc2[C@H](C(=O)C[C@H](O)CC(C)=O)OC1=O,-0.2,0.0,-3
CC(C)CC1Nc2ncnc(N3CCOCC3)c2N(Cc2ccc(Cl)cc2)C1=O (stereo not drawn),-1.1,-0.2,1&2
O=C(COC(=O)/C=C/c1ccc(F)cc1)NC1CCCCCC1,-0.9,-0.2,-6
O=C(NCC(c1ccco1)N1CCN(c2ccccc2F)CC1)C(=O)NC1CCCCC1 (stereo not drawn),0.1,0.0,-4
CCN(C(=O)COC(=O)Cc1coc2cc(C)ccc12)c1c(N)n(Cc2ccccc2)c(=O)[nH]c1=O,1.8,1.2,0
O=C(COC(=O)CCSc1ccccc1)Nc1ccccc1Br,-1.6,-0.8,2
COC(=O)[C@H](Cc1ccccc1)N(Cc1ccccc1)S(=O)(=O)N(Cc1ccccc1)[C@@H](Cc1ccccc1)C(=O)OC,3.3,2.5,-6
COc1ccccc1NS(=O)(=O)c1cccc(NS(=O)(=O)c2cc(C(=O)O)ccc2OC)c1,2.1,2.1,-5
COc1ccc(Br)cc1/C=C(\C(=O)O)c1ccc(S(=O)(=O)N2CCCC2)s1,0.6,1.6,-4
COc1ccc(COC(=O)c2cccc(S(=O)(=O)N3CCN(C(C)=O)CC3)c2)cc1F,13,10,-2
O=C(CCNS(=O)(=O)c1ccccc1)OCc1nnc(-c2ccccc2)o1,0.1,0.8,-2
COc1cc(NC(=O)C2=COCCO2)c(OC)cc1Cl,-1.9,-1.0,-4
CC(=O)Nc1cc(NC(C)=O)cc(C(=O)OCC(=O)N(c2ccccc2)C2CCS(=O)(=O)C2)c1 (stereo not drawn),0.8,0.0,-3
N#CCC(=O)Nc1ccc(C(=O)NNC(=O)c2ccccc2-n2cccc2)cc1,1.3,0.3,0
CC1CCC2(CC1)NC(=O)N(NC(=O)c1cccc(N(C)C)c1)C2=O (stereo not drawn),-1.3,-0.4,-7

# Filtered by structure, the compounds so far containing a Cl atom (five)
SMILES,OXTR agonist,V1aR counter,GalR3 antagonist
CC(Oc1cccc(Cl)c1)C(=O)Nc1cc(S(=O)(=O)N2CCOCC2)ccc1N1CCCCC1 (stereo not drawn),-1.3,0.0,-1
Cc1c(CCOC(=O)c2ccc(Cl)cc2Cl)sc[n+]1CC(=O)c1ccc(Br)cc1,0.7,0.2,-6
CC1(C)CC(=O)C(C(c2cc([N+](=O)[O-])ccc2Cl)C2C(=O)CC(C)(C)CC2=O)C(=O)C1,-1.8,0.3,2
CC(C)CC1Nc2ncnc(N3CCOCC3)c2N(Cc2ccc(Cl)cc2)C1=O (stereo not drawn),-1.1,-0.2,1&2
COc1cc(NC(=O)C2=COCCO2)c(OC)cc1Cl,-1.9,-1.0,-4

# More results:
SMILES,OXTR agonist,V1aR counter,GalR3 antagonist
O=S1(=O)CCS(=O)(=O)C1c1ccccc1,0.7,1.3,-1
O=C(COC(=O)c1ccc([N+](=O)[O-])o1)NCCc1ccccc1,1.3,1.8,-1
Cc1ccc(CNC(=O)[C@H](Cc2ccccc2)NC(=O)c2ccco2)cc1,-1.4,0.6,-3
O=C(NNC(=O)c1cc2ccccc2o1)c1ccncc1,1.5,1.3,-6
COc1ccccc1OCC(=O)NNC(=O)CSC(=S)N1CCCC1,-0.1,-0.1,-5
COc1ccc(NC(=O)CN(C)C(=O)/C=C/c2ccc(S(=O)(=O)N3CCCCCC3)cc2)cc1,1.0,2.2,-2
CCOC(=O)c1c(NC(=O)COC(=O)c2ccc(C)s2)sc2c1CC(C)(C)NC2(C)C,1.1,1.9,-5
CCOC(=O)C1=C(COC(=O)c2ccco2)NC(=O)NC1CC (stereo not drawn),0.8,0.3,1
O=C(O)COc1ccccc1/C=C1\SC(=S)N(NC(=O)c2ccccc2O)C1=O,1.5,1.7,-6
CN(N)c1nc(N2CCCC2)nc(N2CCCC2)n1,0.3,3.0,0
CC(C)C(NC(=O)c1c(F)cccc1F)C(=O)NCc1ccc(S(=O)(=O)N2CCOCC2)cc1 (stereo not drawn),-0.3,0.2,-3
CCCCn1c(N)c(N(CC)C(=O)C2=NN(c3ccccc3)C(=O)CC2)c(=O)[nH]c1=O,0.1,-0.4,-4
CCN1CCN(c2ccc(S(=O)(=O)N3CCOCC3)cc2NC(=O)CCSC)CC1,0.6,-0.1,-5
CCc1ccc(C(=O)C(C)OC(=O)Cn2cnc3c2c(=O)n(C)c(=O)n3C)cc1 (stereo not drawn),4.3,5.4,11
CCc1nc2ccc(C(=O)N(CC)CC(=O)Nc3c(F)cccc3F)cc2nc1CC,-0.4,0.6,-6
CC(C(=O)N1CCc2ccccc21)N(C)CC(=O)Nc1ccc(F)cc1 (stereo not drawn),-1.0,-0.1,-4
Cc1cccc(C)c1NC(=O)CNC(=O)c1ccc(NS(=O)(=O)c2ccc3[nH]c(=O)[nH]c3c2)cc1,0.6,-0.3,-4
CCCCn1c(N)c(N(Cc2ccccc2OC)C(=O)CN2C(=O)NC(C)(c3ccccc3)C2=O)c(=O)[nH]c1=O (stereo not drawn),-0.8,-0.5,-5
CC(=O)N1CCN(S(=O)(=O)c2cccc(C(=O)NNC(=O)Cn3nc(C)cc3C)c2)CC1,1.7,1.2,-1
Cc1[nH]c2ccc(C(=O)N3CCC(C(N)=O)CC3)cc2c1C,0.5,-0.7,0
O=C(CN1C(=O)C2CC=CCC2C1=O)Nc1nc(-c2ccc(F)c(F)c2)cs1 (stereo not drawn),3.8,4.5,-7
Cc1c(NC(=O)CSc2nc3ccccc3c(=O)n2C(C)C)c(=O)n(-c2ccccc2)n1C,-2.9,-0.4,-5
CS(=O)(=O)c1ccc(Cl)c(NC(=O)COC(=O)c2cccc(S(=O)(=O)N3CCCC3)c2)c1,2.0,1.1,-1
Cc1cc(SCC(=O)NC2(C#N)CCCCC2)nc2c(C)cccc12,-2.3,-1.4,-3
Cc1nc(Cc2nnc(SCC(=O)N3CCN(c4ccc(F)cc4)CC3)o2)cs1,0.0,0.9,-9
CCNc1nc(NCC)n2c(SCC(=O)Nc3ccc(C)cc3Br)nnc2n1,0.7,0.4,-4
CC(C)(C)OCC1CO1 (stereo not drawn),0.9,1.1,-2
Cc1csc(=O)n1CCC(=O)OCC(=O)Nc1cccc(C#N)c1,1.2,1.4,3
Cc1ccc(Cl)c(NC(=O)COC(=O)c2cc[n+]([O-])cc2)c1Cl,1.2,0.0,-5
COc1cccc(CC(=O)Nc2ccc(S(=O)(=O)N3CCCCC3)cc2)c1,3.2,2.6,-5
COc1ccc(CNC(=O)COC(=O)c2nc3nc(C)cc(C)n3n2)cc1,0.5,0.9,-8
C=CC[C@H](CC(=O)N(CCO)Cc1ccccc1)C(=O)N[C@@H](C)COC(=O)[C@@H](CC=C)Cc1ccc(F)cc1,1.0,3.8,-4
Cc1n[nH]c(=O)c2c(NC(=O)COC(=O)c3cc(F)cc(F)c3)oc(C)c12,-0.6,0.2,-2
CCOc1ccccc1OCC(=O)OCC(=O)c1c(C)[nH]c2ccccc12,-0.3,0.5,-1
O=C(Nc1ccc(F)c(F)c1)C1CCN(S(=O)(=O)c2cccs2)CC1,18,13,-1
Cc1ccn2c(=O)nc(SCC(=O)N3CCCCCC3)nc2c1,-0.3,-0.2,0
Cc1cc(Br)ccc1NC(=O)CN(C)C(=O)C1CSC2(C)CCC(=O)N12 (stereo not drawn),1.6,0.7,-2
Cn1c(SCC(=O)NC2CCS(=O)(=O)C2)nc2ccccc21 (stereo not drawn),1.9,1.0,-4
COC(=O)[C@H]1C[C@H](C(=O)O)[C@@H](C)C1(C)C,0.4,4.8,6
COc1ccc(S(=O)(=O)N(C)C[C@H]2Oc3ccc(NC(=O)c4ccncc4)cc3C(=O)N([C@H](C)CO)C[C@@H]2C)cc1,-0.2,0.4,2
O=C(O)c1cc(S(=O)(=O)NCCCN2CCCC2=O)ccc1Cl,1.8,2.2,-5
COCCNC(=O)c1onc(CS(=O)(=O)c2cc(C)cc(C)c2)c1C(=O)NCCOC,-0.1,1.7,-2
COc1cc(NC(=O)c2ccccc2)c(OC)cc1NC(=O)CN1C(=O)NC2(CCCCC2C)C1=O (stereo not drawn),-0.8,0.4,-1
Nc1cc(=O)[nH]c(SCC(=O)Nc2cc(S(=O)(=O)N3CCCCC3)ccc2Cl)n1,1.1,1.1,-2
O=C1CCCCC1Sc1ccc(Cl)cc1[N+](=O)[O-] (stereo not drawn),-0.8,0.8,-6

# Full records, quoted from the list.
# `COc1cc(NC(=O)c2ccccc2)c(OC)cc1NC(=O)CN1C(=O)NC2(CCCCC2C)C1=O` (stereo not drawn) as listed: OXTR agonist = -0.8; V1aR counter = 0.4; GalR3 antagonist = -1
# `O=C(O)c1cc(S(=O)(=O)NCCCN2CCCC2=O)ccc1Cl` as listed: OXTR agonist = 1.8; V1aR counter = 2.2; GalR3 antagonist = -5
